EPAC1 antag = EPAC1 (human) antagonism; EPAC1 GEF assay, Rap1b-BODIPY-GDP exchange fluorescence; Potency, µM (highest dose often 115 µM), without a hit: top-dose activity change, negative = inhibition, actives largely listed as inhibitors; 0.14% of 360,000 active; AID 720709;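 note: plate controls were vehicle for no effect and positive control for full effect; nearly all actives have a fitted effect of over 50% in size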
Target sequence (O95398 whole entry, looked up): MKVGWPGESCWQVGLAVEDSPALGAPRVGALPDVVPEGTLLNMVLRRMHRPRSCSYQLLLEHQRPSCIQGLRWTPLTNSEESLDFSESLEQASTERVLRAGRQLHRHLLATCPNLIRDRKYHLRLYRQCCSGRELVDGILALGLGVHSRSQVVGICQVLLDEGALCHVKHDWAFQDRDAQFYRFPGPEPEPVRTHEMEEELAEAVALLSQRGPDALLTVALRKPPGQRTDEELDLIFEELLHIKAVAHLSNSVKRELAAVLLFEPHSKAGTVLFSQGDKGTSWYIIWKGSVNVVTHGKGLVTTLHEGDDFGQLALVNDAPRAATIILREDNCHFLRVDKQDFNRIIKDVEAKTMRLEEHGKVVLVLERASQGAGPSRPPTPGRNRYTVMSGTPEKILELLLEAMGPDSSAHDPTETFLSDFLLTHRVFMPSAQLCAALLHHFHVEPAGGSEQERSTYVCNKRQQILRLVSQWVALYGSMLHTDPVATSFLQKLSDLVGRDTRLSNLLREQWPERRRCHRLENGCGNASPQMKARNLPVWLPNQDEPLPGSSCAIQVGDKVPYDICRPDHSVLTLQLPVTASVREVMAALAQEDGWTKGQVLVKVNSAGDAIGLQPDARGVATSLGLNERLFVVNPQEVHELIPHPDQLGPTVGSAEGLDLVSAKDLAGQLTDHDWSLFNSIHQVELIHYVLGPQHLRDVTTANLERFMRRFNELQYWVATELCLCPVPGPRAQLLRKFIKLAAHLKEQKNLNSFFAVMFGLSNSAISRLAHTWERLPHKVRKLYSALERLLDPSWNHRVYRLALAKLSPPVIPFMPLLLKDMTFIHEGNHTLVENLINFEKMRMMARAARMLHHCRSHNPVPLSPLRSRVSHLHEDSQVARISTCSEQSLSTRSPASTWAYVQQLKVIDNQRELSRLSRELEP
PTHR1 ag = agonists of human PTHR1 parathyroid hormone receptor; 0.075% of 410,000 active; AID 743266; Potency, µM (doses to about 115 µM), for the others: top-dose activation, usual class: activators; Q03431; HEK293 GP2 PTHR1 cells, GloSensor cAMP luminescence, 1 h; note: nearly all actives have a fitted effect of over 55% in size; some results filed as inactive show a strong effect at the top dose; inactives centre near -15; many of its hits are not listed in these tables
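HEK-293-derived GP2 cells expressing PTHR1 and a GloSensor cAMP reporter, 3,000/well, plated overnight, given luciferin plus IBMX (each 0.5 mM as added) for 1 h at 37 °C, then compound for 1 h at 37 °C. Luminescence was read after 15 min at room temperature.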
TDP-43 yeast inh = rescues yeast growth from TDP-43 toxicity | TDP-43 expressing yeast growth rescue, BacTiter-Glo, 24 h | Potency, µM (top dose mostly 46.1 µM), inactives show at the highest dose growth rescue (activation), most hits filed as activators | 1.8% of 410,000 active; note: % of control where 0% means no effect; nearly all actives have a fitted effect of over 50% in size
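In this qHTS, compounds that restore growth of yeast expressing TDP-43 appear as activators. Cells (OD600=0.02, galactose medium, raffinose-pregrown) are incubated with compound 24 hr at 30 deg C and growth is quantified by BacTiter-Glo.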
EPAC1 agonist = EPAC1 (human) agonism | O95398 | EPAC1 agonist qHTS, biochemical assay; response scale: 100% = response to 6.5 mM cAMP | Potency, µM (highest dose often 154 µM), inactives show top-dose activation, usual class: activators | 0.073% of 360,000 active | AID 720707; note: nearly all actives have a fitted effect of over 60% in size
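Compounds were pinned as a concentration titration into mixtures of EPAC1 (100 nM), BODIPY-GDP-loaded Rap1B (250 nM) and GDP (50 uM). After 5 min at room temperature, fluorescence was followed for 30 min; activity was scaled to 6.5 mM cAMP.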
EPAC2 antag = antagonists of human EPAC2 | Q8WZA2 | EPAC2 GEF exchange of Rap1B-BODIPY-GDP, fluorescence | Potency, µM (highest dose often 114 µM), for the others: at the highest dose activity, negative = inhibition, usual class: inhibitors | 0.18% of 360,000 active | AID 720708; note: % is set by controls: 0 for no effect and ±100 for the full control effect; nearly all actives have a fitted effect of over 45% in size; many of its hits are not listed in these tables
aSyn rescue = inhibitors of alpha-synuclein toxicity in yeast. Potency, µM (doses to about 46.1 µM), for the others: at the highest dose growth rescue (activation), actives largely listed as activators. Yeast expressing alpha-synuclein, growth rescue, BacTiter-Glo, 24 h. 0.14% of 370,000 active. AID 652106; note: % of control where 0% means no effect; nearly all actives have a fitted effect of over 65% in size
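Galactose-induced alpha-syn yeast (OD600=0.02, raffinose-pregrown) + pinned cpd, 24 hr, 30 deg C; growth by BacTiter-Glo luminescence. Growth restoration scores as activation.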
EPAC2 agonist = agonists of human EPAC2 (RAPGEF4). Q8WZA2. EPAC2 activation, biochemical qHTS; response scale: 100% = 6.5 mM cAMP response. Potency, µM (series often up to 154 µM), without a hit: at the highest dose activation, usual class: activators. 0.079% of 360,000 active; note: nearly all actives have a fitted effect of over 50% in size
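In this primary screen, activation is scored as increased exchange of BODIPY-GDP from Rap1B by 100 nM EPAC2, with 50 uM GDP as competitor. Signal is normalized to the 6.5 mM cAMP agonist control.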
FUS suppressor = suppressors of FUS proteinopathy in yeast. Potency, µM (titrated, usually from 76.6 µM), for inactives: top-dose growth rescue (activation), usual class: activators. S. cerevisiae FUS-expressing, growth rescue, OD600, 24 h. 0.24% of 390,000 active;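 note: plate controls were DMSO vehicle for no effect and reference control for full effect; nearly all actives have a fitted effect of over 55% in size; some results filed as inactive show a strong effect at the top dose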
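Galactose (2%) drives FUS expression in yeast precultured in raffinose; seeding density OD 0.005. Test compounds incubated 24hr at 30C and 99% humidity before absorbance at 600 nm was measured.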
Starred values were filed as active, the others as inactive; i = inactive; ? = inconclusive; / = no result given; [ ] = dose if it differs, or a comment. Calls come from the whole dose curve; as a rule, active = well fitted curve in the direction sought with a large enough effect; inconclusive = small, poorly fitted or top-dose-only effect, or another doubt; inactive = no such curve, though single readings can be large; an effect the other way counts as inactive or inconclusive. Potency is the fitted concentration of half-maximal effect.

# | SMILES | EPAC2 agonist | TDP-43 yeast inh | PTHR1 ag | FUS suppressor
1 | CC(=O)Nc1ccc(-c2cc(C(=O)O)c3ccccc3n2)cc1 | -3% | -7% | ? | 9%
2 | CCN(CC(=O)Nc1c(F)cccc1F)C(=O)c1cccn1C | 0% | ? | -51%[inhibitor] | -14%
3 | N#CCNC1CC(=O)N(c2ccc(F)cc2)C1=O (centres undefined) | 3% | ? | i | -35%
4 | C[C@@H]1CN([C@H](C)CO)C(=O)c2c(c3ccccc3n2C)-c2ccccc2CO[C@@H]1CN(C)Cc1ccc(O)cc1 | 3% | 19% | -16% | 17%
5 | CCOC(=O)C1CCN(Cc2cnc(Oc3ccc(N)cc3)s2)CC1 | 6% | -7% | -2%[57.5 µM] | 18%
6 | C[C@@H]1CN([C@@H](C)CO)C(=O)c2cc(Br)cnc2O[C@H]1CN(C)C(=O)NC1CCCC1 | 10% | 24% | -28% | -22%
7 | CC(=O)c1c(OC(=O)c2ccccc2Br)ccc2c(C)cc(=O)oc12 | -1% | 24% | -24% | /
8 | COc1ccccc1N1CCN(C(=O)/C=C/c2ccco2)CC1 | 5% | 15% | i | 5%
9 | O=C(CSc1nnc(CNC(=O)c2cccc(C(F)(F)F)c2)o1)NC1CCCCC1 | -7% | 4% | i | 16%
10 | COc1ccc(-c2nnn(CC(=O)N(CC3CCCO3)C(C(=O)NC(C)(C)C)c3ccco3)n2)cc1OC (centres undefined) | -6% | 2% | -17% | 28%

# | EPAC1 agonist | EPAC2 antag | aSyn rescue | EPAC1 antag
1 | 3% | -2% | -13% | ?
2 | 7% | 9% | 1% | 6%
3 | 0% | -1% | 0% | -10%
4 | -10% | -15% | -1% | -19%
5 | 0% | 1% | -1% | -3%
6 | -14% | -8% | ? | 19%
7 | -5% | 9% | 2% | -11%
8 | -7% | 11% | -6% | 4%
9 | 0% | -5% | 2% | -1%
10 | 0% | 5% | -10% | 7%

Carrying on.
# | SMILES | EPAC2 agonist | TDP-43 yeast inh | PTHR1 ag | FUS suppressor
11 | COc1ccc(C(CNC(=O)COc2ccc(F)cc2Br)N2CCCC2)cc1 (centres undefined) | 4% | ? | i | 7%
12 | Cc1c(CCC(=O)O)c(=O)oc2cc3occ(C(C)(C)C)c3cc12 | 5% | -17% | -13% | 31%
13 | CC(=O)c1ccc(-c2ccc(C(=O)Nc3nc(-c4ccccn4)cs3)o2)cc1 | -1% | 23% | -16% | 26%
14 | Oc1ccc(/C=N/N=C/c2ccc(O)cc2)cc1 | -1% | 7% | -18% | 17%
15 | COc1ccc(CNC(=O)c2ccc(-c3ccccc3)cc2)cc1 | -11% | 5% | -3%[57.5 µM] | -8%
16 | O=C(CSc1ccc(-c2ccccc2)nn1)N1CCOCC1 | 10% | -11% | i | 12%
17 | O=c1oc(CCO)cc2ccccc12 | 3% | 3% | -12% | -17%
18 | O=C(NCC(c1ccco1)N1CCN(c2ccccc2F)CC1)C(=O)NC1CC1 (centres undefined) | 10% | 20% | -18% | 4%
19 | CC(C)CCn1cnc2c1c(=O)n(CC(=O)NC(N)=O)c(=O)n2Cc1ccccc1 | 7% | -2% | 0% | 15%
20 | CC(=O)Cc1nsc(NC(=O)c2ccc(COc3ccccc3Cl)o2)n1 | 11% | -11% | -4% | 16%

# | EPAC1 agonist | EPAC2 antag | aSyn rescue | EPAC1 antag
11 | -8% | -1% | -2% | -3%
12 | 2% | -8% | 8% | -25%
13 | 6% | 2% | 2%[1.84 µM] | -4%
14 | 7% | -2% | -5% | -6%
15 | -3% | 8% | 9% | 9%
16 | -1% | 2% | -6% | -1%
17 | -18% | 1% | 2% | -16%
18 | -3% | 0% | -2% | -7%
19 | -2% | -3% | 1% | 10%
20 | -8% | 11% | -6% | -20%

The results go on:
# | SMILES | EPAC2 agonist | TDP-43 yeast inh | PTHR1 ag | FUS suppressor
21 | COCCCN(C(=S)NC(=O)C12CC3CC(CC(C3)C1)C2)c1c(N)n(Cc2ccccc2)c(=O)[nH]c1=O | 3% | 0% | -16% | 14%
22 | Cc1c(OCC(=O)N[C@@H](Cc2c[nH]c3ccccc23)C(=O)O)ccc2c1oc(=O)c1ccccc12 | -2% | ? | -3% | -15%
23 | CC(=O)Nc1ccc(NC(=O)CNC(=O)c2cccc(C)c2)cc1 | 6% | -23% | i | 11%
24 | Cc1[nH]n(C2=NCCS2)c(=O)c1N=Nc1ccccc1 | 1% | -10% | -24% | -3%
25 | CCN(c1ccccc1)S(=O)(=O)c1cccc(C(=O)NCC(c2ccc(F)cc2)N2CCOCC2)c1 (centres undefined) | 10% | -24% | -13% | 22%
26 | COC(=O)Cc1cc(=O)[nH]c(/N=C(\N)Nc2ccc(C)cc2)n1 | 5% | -8% | i | -4%
27 | O=C(O)C1CCCCN1c1ccccc1[N+](=O)[O-] (centres undefined) | 4% | ? | -19% | -20%
28 | O=C(C1COc2ccccc2O1)N1CCN(c2ccc([N+](=O)[O-])cc2)CC1 (centres undefined) | 13% | 23% | -23% | 14%
29 | CN(Cc1ccc(F)cc1)C(=O)c1ccc2c(c1)NC(=O)CS2 | 9% | 24% | i | -25%
30 | O=C(CN1CCN(Cc2ccccc2Cl)C1=O)NCc1cccnc1 | 0% | -2% | -84%[inhibitor] | -23%

# | EPAC1 agonist | EPAC2 antag | aSyn rescue | EPAC1 antag
21 | -3% | 13% | 6% | 6%
22 | -7% | -10% | 7% | 8%
23 | 6% | -5% | -5% | -13%
24 | 10% | 5% | 3% | -18%
25 | 10% | -20% | -1% | -30%
26 | 4% | -4% | -1% | -4%
27 | 15% | 2% | -3% | ?
28 | 4% | -7% | -11% | -11%
29 | 14% | 2% | 7% | 4%
30 | -6% | -2% | 0% | ?

Continued:
# | SMILES | EPAC2 agonist | TDP-43 yeast inh | PTHR1 ag | FUS suppressor
31 | Cc1ccc(S(=O)(=O)C(C#N)c2nc3ccccc3nc2OC(C)C)cc1 (centres undefined) | -42%[inhibitor] | 0% | -18%[57.5 µM] | 7%
32 | COC(=O)C(O)(CC(=O)Nc1ccc(Cl)cc1Cl)C(F)(F)F (centres undefined) | -1% | -17% | i | 5%
33 | CN(C)C1CCN(C(=O)c2cccc(OC3CCN(S(=O)(=O)N(C)C)CC3)c2)C1 (centres undefined) | -7% | -2% | i | /
34 | CC(O)C(NC(=O)OCc1ccccc1)C(=O)NCC(=O)NCC(=O)OCc1ccccc1 (centres undefined) | 4% | 5% | i | -3%
35 | CC(=O)N1CCN(S(=O)(=O)c2cccc(C(=O)Nc3ccccc3N3CCOCC3)c2)CC1 | 6% | 11% | i | 0%
36 | NC1=NC(=O)C(CC(=O)Nc2ccc3c(c2)OCO3)S1 (centres undefined) | 7% | -8% | i | 32%
37 | COc1ccc(C(O)c2nc(-c3cccc4cccnc34)cs2)cc1 (centres undefined) | 18% | ? | -20% | -9%
38 | COc1ccccc1NS(=O)(=O)c1cc(NC(=O)c2ccccc2F)ccc1N1CCOCC1 | -1% | 2% | i | 21%
39 | Cn1c(=O)oc2cc(S(=O)(=O)N3CCCC3)ccc21 | -2% | 17% | i | -19%
40 | COc1cc([N+](=O)[O-])ccc1-c1ccc(/C=N/NC(N)=O)o1 | 0% | -2% | -16% | 34%

# | EPAC1 agonist | EPAC2 antag | aSyn rescue | EPAC1 antag
31 | 2% | 0% | -16% | 5%
32 | -8% | 7% | -3% | 13%
33 | 2% | 1% | 2% | 7%
34 | -2% | -10% | 3% | -8%
35 | -7% | 19% | -8% | -2%
36 | -9% | 14% | 0% | 8%
37 | 5% | 7% | ? | -14%
38 | 3% | -6% | 3% | -20%
39 | 3% | 0% | 13% | -2%
40 | -8% | 6% | -12% | -12%

Further records:
# | SMILES | EPAC2 agonist | TDP-43 yeast inh | PTHR1 ag | FUS suppressor
41 | CCc1nc2ccc(C(=O)N(C)Cc3ccccc3)cn2c1N(CC)CCN(C)C | 4% | 23% | -18% | -17%
42 | O=C(COc1ccccc1)NCCc1nc2ccccc2[nH]1 | -7% | -17% | i | 11%
43 | C[C@H](CO)N1C[C@H](C)[C@@H](CN(C)S(=O)(=O)c2ccc(F)cc2)OCc2cn(nn2)CCCC1=O | 11% | 20% | -10% | 28%
44 | O=C(Cc1ccccc1Cl)N1CCN(c2ccccn2)CC1 | 4% | 4% | i | -8%

# | EPAC1 agonist | EPAC2 antag | aSyn rescue | EPAC1 antag
41 | 1% | 11% | -1% | -10%
42 | 4% | 10% | 0% | 5%
43 | -25% | 11% | -6% | -16%
44 | -1% | 6% | -2% | -16%

Not a retest: 11 of the compounds above.
# | SMILES | EPAC2 agonist | TDP-43 yeast inh | PTHR1 ag | FUS suppressor
34 | CC(O)C(NC(=O)OCc1ccccc1)C(=O)NCC(=O)NCC(=O)OCc1ccccc1 (centres undefined) | 4% | 5% | i | -3%
35 | CC(=O)N1CCN(S(=O)(=O)c2cccc(C(=O)Nc3ccccc3N3CCOCC3)c2)CC1 | 6% | 11% | i | 0%
36 | NC1=NC(=O)C(CC(=O)Nc2ccc3c(c2)OCO3)S1 (centres undefined) | 7% | -8% | i | 32%
37 | COc1ccc(C(O)c2nc(-c3cccc4cccnc34)cs2)cc1 (centres undefined) | 18% | ? | -20% | -9%
38 | COc1ccccc1NS(=O)(=O)c1cc(NC(=O)c2ccccc2F)ccc1N1CCOCC1 | -1% | 2% | i | 21%
39 | Cn1c(=O)oc2cc(S(=O)(=O)N3CCCC3)ccc21 | -2% | 17% | i | -19%
40 | COc1cc([N+](=O)[O-])ccc1-c1ccc(/C=N/NC(N)=O)o1 | 0% | -2% | -16% | 34%
41 | CCc1nc2ccc(C(=O)N(C)Cc3ccccc3)cn2c1N(CC)CCN(C)C | 4% | 23% | -18% | -17%
42 | O=C(COc1ccccc1)NCCc1nc2ccccc2[nH]1 | -7% | -17% | i | 11%
43 | C[C@H](CO)N1C[C@H](C)[C@@H](CN(C)S(=O)(=O)c2ccc(F)cc2)OCc2cn(nn2)CCCC1=O | 11% | 20% | -10% | 28%
44 | O=C(Cc1ccccc1Cl)N1CCN(c2ccccn2)CC1 | 4% | 4% | i | -8%

# | EPAC1 agonist | EPAC2 antag | aSyn rescue | EPAC1 antag
34 | -2% | -10% | 3% | -8%
35 | -7% | 19% | -8% | -2%
36 | -9% | 14% | 0% | 8%
37 | 5% | 7% | ? | -14%
38 | 3% | -6% | 3% | -20%
39 | 3% | 0% | 13% | -2%
40 | -8% | 6% | -12% | -12%
41 | 1% | 11% | -1% | -10%
42 | 4% | 10% | 0% | 5%
43 | -25% | 11% | -6% | -16%
44 | -1% | 6% | -2% | -16%

From PubChem

These rows are one share of the data, so the mix of outcomes need not match the whole.
